# human PMI inhibition = inhibitors of human PMI, primary screen, biochemical, fluorescence intensity, coupled assay (AID 1209) | Mannose-6-phosphate isomerase (Homo sapiens) | purified PMI enzyme, coupled fluorescence intensity; higher % means a stronger effect | one-dose inhibition, % at 20 µM; IC50 in µM for titrated hits | 190,000 tested, 0.42% active;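 further: plate controls were DMSO vehicle for no effect and wells lacking substrate for full effect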
# K1F lysis inhibition = inhibition of K1F phage lysis, E. coli UTI89, bacterial capsule biogenesis inhibitors, alamar blue (AID 488966); E. coli UTI89 K1F phage lysis, alamar blue, 2 h; higher % means a stronger effect; inhibition, % at 100 µM; hits with a dose series show IC50 in µM; 340,000 tested, 0.02% active;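 active means phage lysis inhibition, versus mean bacterial control, above a set limit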;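 further: capsule biogenesis inhibitors block K1F phage lysis so surviving cells raise fluorescence; higher fluorescence means more inhibition of phage lysis; actives were called in the ten point dose series up to 300 µM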
# Siah-1 displacement = Siah-1 peptide-binding antagonists, primary screen, biochemical, fluorescence polarization, rhodamine-plectin, uHTS (AID 1817); 290,000 tested, 0.02% active; displacement, % at 20 µM, or IC50 in µM where a hit was titrated; Siah-1 / rhodamine-plectin peptide fluorescence polarization; higher % means a stronger effect; E3 ubiquitin-protein ligase SIAH1 (Homo sapiens);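 active means displacement of at least 50% at 20 µM, with a fluorescence ratio check between 0.3 and a set limit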;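 further: plate controls were Siah plus tracer with DMSO for no effect and tracer alone without Siah for full effect; strong numbers were not always called active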
# PMI inhibition = human PMI inhibitors, high substrate, primary screen, biochemical, fluorescence intensity, high mannose 6-phosphate (AID 1220) | Mannose-6-phosphate isomerase (Homo sapiens) | recombinant PMI enzyme, coupled fluorescence intensity; higher % means a stronger effect | inhibition, % at 20 µM, or IC50 in µM where a hit was titrated | 190,000 tested, 0.66% active
# M17LAP inhibition = P. falciparum M17LAP inhibitors, primary screen, biochemical, fluorogenic H-Leu-NHMec substrate, 1536-well (AID 1619) | Leucine aminopeptidase (Plasmodium falciparum (isolate 3D7)) | recombinant M17LAP, H-Leu-NHMec fluorogenic kinetic assay; higher % means a stronger effect | one-dose inhibition, % at 30 µM; IC50 in µM for titrated hits | 220,000 tested, 0.38% active;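 active means compound inhibiting the enzyme by more than half at any dose during confirmatory dose-response retesting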;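 further: plate controls were full reaction with DMSO carrier for no effect and no enzyme background for full effect; strong numbers were not always called active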
# P. falciparum M1AAP = P. falciparum M1AAP inhibitors, biochemical, fluorogenic H-Leu-NHMec substrate, 1536-well (AID 1445); Aminopeptidase N (Plasmodium falciparum (isolate 3D7)); recombinant M1AAP, H-Leu-NHMec fluorogenic kinetic assay; higher % means a stronger effect; inhibition, % at 30 µM, or IC50 in µM where a hit was titrated; 220,000 tested, 0.42% active;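 active means primary inhibition above the hit cutoff, then over 50% inhibition at one or more dose response concentrations, cut at about 23% in these data, passing the limit was not always enough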;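 further: plate controls were DMSO full reaction for no effect and no enzyme background for full effect; strong numbers were not always called active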
# XIAP antagonists = XIAP antagonists, biochemical, IAP family, fluorescence polarization (AID 1018); 200,000 tested, 0.007% active; XIAP BIR domain, fluorescence polarization peptide displacement; higher % means a stronger effect; one-dose displacement, % at 20 µM; IC50 in µM for titrated hits; in the data active means displacement above about 50%; further: a part of the inactive calls stands beside numbers as strong as those of hits
# TNAP activators = human TNAP enzyme activators, primary screen, biochemical, luminescent, no phosphate acceptor, uHTS (AID 1001); activation fold at 20 µM, or EC50 in µM where a hit was titrated; purified TNAP, luminescent activation assay, no phosphate acceptor; higher activation fold means a stronger effect; Alkaline phosphatase, tissue-nonspecific isozyme (Homo sapiens); 200,000 tested, 0.03% active; in the data active means activation fold from about 3, or a potency from the dose series; inactive means the rest, 99 in 100 with activation fold below about 1.6; further: many of its hits are not listed in these tables
# Hep lipid drop = inhibitors of hepatocyte lipid droplet formation, primary screen, imaging, high-throughput imaging, BODIPY stain; AML12 mouse hepatocytes, oleate lipid droplets; inhibition, % at 6.5 µM; 240,000 tested, 0.4% active; AID 1656, 2009;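 active means lipid droplet intensity inhibited by at least 50%, with more than 500 cells counted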
#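 Assay system: AML12 mouse liver cells | Compound dosing: One dose, 6.5 µM compound | Read-out basis: Droplet intensity reduction, % inhibition | Measured by: Fluorescence imaging, 20x objective, two fields per well | Schedule: Overnight treatment with compound plus oleate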
# Hep lipid drop cells 6.5 µM = further read-out of Hep lipid drop, marked with its call; cell count; measured here: cell count, cytotoxicity flag;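 cells counted across two imaged fields per well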
# The depositor's hits bear a star; x = no result given; [ ] = another dose, or the depositor's remark. Unless noted, no stated cut-off is given here; in the data, active means inhibition above about 50%; inactive means the rest.
SMILES,human PMI inhibition,K1F lysis inhibition,Siah-1 displacement,PMI inhibition,M17LAP inhibition,P. falciparum M1AAP,XIAP antagonists,TNAP activators,Hep lipid drop,Hep lipid drop cells 6.5 µM
CN(C)CCCN1C(=O)C(=O)/C(=C(/O)c2ccc3c(c2)OCCO3)C1c1ccco1 (stereo not given),-3.3%,x,1.8%,-0.5%,x,x,-3.8%,1.2,x,x
O=C(c1ccc(COc2c(F)c(F)cc(F)c2F)o1)N1CCN(c2ccccc2)CC1,11.8%,0.3%,-4.1%,13.2%,15.4%,-1.6%,-0.3%,1,-0.5,776
Cc1c(S(=O)(=O)NCCc2ccccc2)c(=O)n(C)c(=O)n1C,x,1.3%[50 µM],8.4%,x,1.9%,4.9%,x,x,2.3,677
NC(=O)c1ccccc1NS(=O)(=O)Cc1ccccc1,9.4%,0.9%,2.4%,2.8%,-13.4%,8.9%,-0.4%,1.1,x,x
CS(=O)(=O)Nc1ccccc1C(=O)N1CCOCC1,2.0%,0.3%,2.1%,1.5%,-0.4%,-3.0%,-2.1%,1.1,0.3,696
O=C(COC(=O)C12CC3CC(CC(O)(C3)C1)C2)NC(=O)NCc1ccco1,-8.6%,0.4%,-3.7%,-3.3%,6.7%,2.2%,-0.3%,1.1,x,x
COc1ccc(C(=O)O/N=C(\C)c2nccs2)cc1,-7.8%,0.1%,-4.1%,-8.0%,-1.9%,5.8%,-4.7%,1.1,-0.9,694
COc1ccc(Nc2ncc(C(=O)N3CCC(C(N)=O)CC3)c3ccccc23)cc1,3.4%,0.3%,-1.4%,3.2%,19.1%,3.7%,-2.4%,1.1,x,x
Cn1cccc1CC(=O)NNC(=S)Nc1ccc(F)cc1,-7.0%,0.2%,-7.0%,-13.5%,25.1%,-3.4%,-6.0%,1,7.1,656
Cc1cc(C)c(S(=O)(=O)NCc2cn3c(C)csc3n2)c(C)c1,-2.8%,0.3%,-0.3%,-0.3%,-13.5%,-1.2%,-1.8%,1.1,x,x
COc1cc(/C=N/n2c(-c3cc(C)[nH]n3)n[nH]c2=S)ccc1O,x,0.0%,5.4%,x,14.6%,8.1%,x,x,24.2,683
CCOC(=O)c1cc(-c2ccccc2)sc1NC(=O)C(C)N1C(=O)c2ccccc2C1=O (stereo not given),12.9%,-0.1%,5.9%,7.5%,-1.2%,0.5%,-2.3%,1.1,1.7,665

# Random excerpt: 2 compounds from above
SMILES,human PMI inhibition,K1F lysis inhibition,Siah-1 displacement,PMI inhibition,M17LAP inhibition,P. falciparum M1AAP,XIAP antagonists,TNAP activators,Hep lipid drop,Hep lipid drop cells 6.5 µM
O=C(COC(=O)C12CC3CC(CC(O)(C3)C1)C2)NC(=O)NCc1ccco1,-8.6%,0.4%,-3.7%,-3.3%,6.7%,2.2%,-0.3%,1.1,x,x
CS(=O)(=O)Nc1ccccc1C(=O)N1CCOCC1,2.0%,0.3%,2.1%,1.5%,-0.4%,-3.0%,-2.1%,1.1,0.3,696

# Next section
SMILES,human PMI inhibition,K1F lysis inhibition,Siah-1 displacement,PMI inhibition,M17LAP inhibition,P. falciparum M1AAP,XIAP antagonists,TNAP activators,Hep lipid drop,Hep lipid drop cells 6.5 µM
O=C(N/N=C/c1ccccn1)c1ccc2nc[nH]c2c1,x,x,-2.0%,x,12.5%,-2.7%,x,x,-0.1,701
CCOC(=O)CNC(=O)CSc1nnc(NC(=O)c2ccc(C)cc2)s1,-24.2%,0.4%,6.5%,-4.0%,-6.5%,-4.9%,0.4%,1.2,5.7,695
CCc1nnc(NC(=O)CSc2nc3cc(OC)ccc3cc2C)s1,-14.4%,0.0%,0.8%,-7.5%,-1.3%,4.4%,-1.1%,1.1,-1.8,711
COC(=O)C(NC(=O)c1ccco1)(Nc1cc(C)ccn1)C(F)(F)F (stereo not given),-5.2%,0.3%,6.3%,-3.4%,7.7%,-2.7%,1.5%,1.1,-19.1,776
Cc1ccc(NS(=O)(=O)c2ccc(NC(=O)CSc3ccc(Cl)cc3)cc2)c(C)c1,12.5%,6.6%,2.2%,7.7%,14.5%,7.3%,0.1%,1.1,x,x
O=C(O)c1ccccc1CSc1nnc2c(n1)[nH]c1ccccc12,x,0.1%,-1.4%,x,19.3%,10.6%,x,x,-9.7,698
Nc1nc(-c2ccccc2Br)cs1,3.2%,-0.1%,-4.3%,-0.4%,-3.1%,8.1%,-5.1%,1.1,-4.0,733
CCN1CCN(C(=O)Cn2c(=O)sc3ccccc32)CC1,-2.4%,3.7%,-3.9%,-0.5%,0.5%,4.9%,-4.0%,0.9,x,x
CC(=O)c1cccc(NC(=O)c2ccoc2C)c1,10.9%,-0.9%,0.8%,14.1%,-1.1%,-1.4%,-21.9%,1,2.4,627
COC(=O)C1=C(C(=O)OC)C2(OC1c1ccccc1C)C(=O)c1ccccc1C2=O (stereo not given),-39.8%,0.1%,2.7%,-72.1%,13.0%,6.1%,-6.9%,1,5.9,678
COc1ccc(C2C3C(=O)N(N(C)c4ncc(C(F)(F)F)cc4Cl)C(=O)C3ON2C)cc1 (stereo not given),-1.4%,-0.9%,-1.3%,1.6%,-12.5%,-7.9%,-9.2%,1.1,-24.7,712
CCOC(=O)NC(=O)CSc1nnc(C2CC2)n1Cc1ccco1,-6.9%,0.3%,-1.3%,-6.2%,2.5%,2.9%,-6.4%,1,-7.8,720
N=c1c2c3c(sc2ncn1Nc1ccccc1)CCC3,x,x,-8.3%,x,24.4%,14.6%,x,x,5.4,704
CC(=O)Oc1cccc(N2C(=O)c3ccccc3C2=O)c1,-9.9%,1.9%[50 µM],1.0%,-10.7%,2.8%,-2.2%,9.4%,1,-19.2,587
O=C1CC(c2ccccc2Cl)C2=C(COC2=O)N1 (stereo not given),-3.4%,0.1%,1.8%,-3.0%,-2.8%,-0.2%,2.0%,1.1,x,x
COc1cc(C)c(Br)cc1S(=O)(=O)NCCN1CCOCC1,0.5%,0.1%,7.9%,-1.0%,-2.0%,1.4%,-6.1%,1.1,13.8,679
O=C(NC1CCCC1)C1C2C=CC3(CN(Cc4cccs4)C(=O)C13)O2 (stereo not given),-3.5%,-0.9%,5.8%,6.1%,-3.4%,1.1%,-1.6%,1.2,x,x
CN(c1nc(-c2ccc(Br)cc2)cs1)C1CCS(=O)(=O)C1 (stereo not given),10.4%,0.6%,-2.7%,17.7%,4.5%,3.9%,-4.3%,1.1,-8.7,621
COc1cccc(CC2(CO)CCCN(Cc3cn[nH]c3-c3ccccc3)C2)c1 (stereo not given),0.5%,0.2%,-1.1%,-7.8%,1.4%,1.6%,-6.5%,1,-8.0,726
Cn1ccnc1SCC(=O)Nc1cccc2ccccc12,1.3%,0.0%,-6.9%,-8.8%,16.9%,3.3%,-1.9%,1.1,3.4,781
Clc1ccc(OCCSc2nnnn2C2CCCCC2)cc1,7.8%,-0.3%,-3.1%,4.9%,-13.2%,-3.5%,-12.6%,1,-0.1,752
Cn1c(SCC(=O)c2ccccc2)nnc1-c1cccnc1,6.5%,0.5%,-5.8%,-1.1%,-2.4%,-12.6%,-3.7%,1.1,x,x
Cc1cc(C)c(C(=O)CSc2nnc(-c3cccnc3)n2C)c(C)c1,-0.5%,0.1%,-1.0%,-2.3%,-16.4%,-6.0%,-5.5%,0.7,-15.3,763
COc1cccc(/C=C/C(=O)OCC(=O)NCCc2ccccc2)c1,-0.1%,0.1%,1.5%,0.5%,-6.4%,-4.9%,-6.7%,1.1,-13.6,681

# Filtered by structure: the compounds so far with fluorine (4)
SMILES,human PMI inhibition,K1F lysis inhibition,Siah-1 displacement,PMI inhibition,M17LAP inhibition,P. falciparum M1AAP,XIAP antagonists,TNAP activators,Hep lipid drop,Hep lipid drop cells 6.5 µM
O=C(c1ccc(COc2c(F)c(F)cc(F)c2F)o1)N1CCN(c2ccccc2)CC1,11.8%,0.3%,-4.1%,13.2%,15.4%,-1.6%,-0.3%,1,-0.5,776
Cn1cccc1CC(=O)NNC(=S)Nc1ccc(F)cc1,-7.0%,0.2%,-7.0%,-13.5%,25.1%,-3.4%,-6.0%,1,7.1,656
COC(=O)C(NC(=O)c1ccco1)(Nc1cc(C)ccn1)C(F)(F)F (stereo not given),-5.2%,0.3%,6.3%,-3.4%,7.7%,-2.7%,1.5%,1.1,-19.1,776
COc1ccc(C2C3C(=O)N(N(C)c4ncc(C(F)(F)F)cc4Cl)C(=O)C3ON2C)cc1 (stereo not given),-1.4%,-0.9%,-1.3%,1.6%,-12.5%,-7.9%,-9.2%,1.1,-24.7,712

# Next entries:
SMILES,human PMI inhibition,K1F lysis inhibition,Siah-1 displacement,PMI inhibition,M17LAP inhibition,P. falciparum M1AAP,XIAP antagonists,TNAP activators,Hep lipid drop,Hep lipid drop cells 6.5 µM
C/C(=N\NC(=O)Cc1ccc(F)cc1)c1ccc(O)cc1,5.9%,1.8%,-2.3%,3.8%,6.8%,-3.7%,-8.1%,1,-1.2,709
CCN(CC)S(=O)(=O)c1cc(NC(=O)COC(=O)CCc2nc3ccccc3s2)ccc1C,17.2%,-2.2%,1.7%,8.4%,2.1%,3.2%,-4.2%,1,-3.3,713
O=C(CCc1nc2ccccc2s1)Nc1cccnc1,-10.6%,0.0%,19.0%,2.5%,2.3%,5.6%,-6.2%,1.1,-28.7,701
c1csc(-c2cnc3ccccc3n2)c1,-6.3%,0.6%,4.5%,6.1%,-29.3%,9.5%,-10.2%,1,x,x
Cc1cccc(N2CCN(C(=S)c3ccc([N+](=O)[O-])cc3)CC2)c1,31.3%,-1.5%,-1.9%,14.8%,-4.9%,3.9%,-3.0%,1.1,-2.0,642
COc1ccc(/C=N/NC(=O)CSc2nnc(CCCc3ccc(OC)c(C)c3)o2)cc1,20.9%,-0.3%,-2.6%,20.2%,-9.9%,1.5%,-9.3%,1.1,-30.1,539
COC(=O)CCc1c(C)[nH]c(C(=O)OCc2ccccc2)c1C,-0.5%,0.4%,8.7%,2.4%,-2.3%,8.6%,-0.6%,1.1,x,x
O=C(CSc1n[nH]c(=O)[nH]c1=O)Nc1cccc(S(=O)(=O)N2CCOCC2)c1,-6.9%,0.3%,-2.3%,-6.8%,0.8%,5.7%,-7.3%,1,18.8,662
COc1ccc(-c2nc(=S)n3ccsc3n2)cc1OC,4.3%,-0.5%,2.2%,-1.4%,-2.9%,0.1%,-2.9%,1.1,18.5,665
Cc1ccc(C)c(N2CCN(c3ccc(N4C(=O)COCC4=O)cc3[N+](=O)[O-])CC2)c1,5.2%,4.5%,21.7%,4.7%,14.2%,4.3%,-0.2%,1,-10.9,609
c1ccc(-c2nc(-c3ccco3)n3ccccc23)cc1,-4.1%,-1.6%,-1.4%,27.8%,-0.7%,14.2%,-11.2%,1,6.0,762

# Screening data deposited in PubChem by several laboratories.
